# PolyA inhibitor: polyadenylation inhibitors in yeast reporter cells, primary screen, luminescence, S. cerevisiae; S. cerevisiae SKY197-pL101 polyadenylation reporter, beta-gal luminescence; efflux-impaired pdr1/pdr3 knockout yeast; score 100 = 6 SD above DMSO; calls only at 12 µM; 300,000 tested, 0.02% active; AID 1875, 2009;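 active = lowest replicate activity score at least 50, where 100 means six control SD above control mean; inconclusive = lowest score under 50 but half or more replicates reach 50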;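 also: yeast exposed to compound for 9 h at 30 °C; higher score means more reporter readthrough which indicates perturbed polyadenylation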
# aSyn UTR inh: MLPCN primary screen, SNCA 5' untranslated region; AID 1813, 2009; 300,000 tested, 0.82% active; inhibition, % (tested at 7.5 µM); alpha-synuclein 5'UTR reporter, inhibitor activity; in the data active = inhibition above about 60%; inconclusive = no clear call, values can overlap the other calls;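 also: H4 neuroglioblastoma cells stably carrying SNCA 5'UTR luciferase fusion; 0% = DMSO wells and 100% = positive control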
# HSP90 inh: HSP90 inhibitors, primary screen, cell lysate, luminescence | AID 1789, 2009 | inhibition, % at 5.6 µM | 290,000 tested, 0.91% active | Heat shock protein HSP 90 (rabbit reticulocyte lysate; luciferase refolding) | Rabbit reticulocyte lysate, luciferase refolding luminescence, 3 h;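 active = inhibition above the screen-wide mean plus 3 SD, computed separately per campaign, cut at about 16% in these data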;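 also: 0% = DMSO wells and 100% = 60 µM geldanamycin wells; inhibitors lower the luminescence because luciferase stays unfolded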
# GSK3A inh: blockers of GSK3A enzyme activity – biochemical, luminescence, cell-free homogeneous, HTS, primary screen | 320,000 tested, 0.1% active | GSK-3 alpha kinase, ADP-Glo luminescence, 60 min | Glycogen synthase kinase-3 alpha (Homo sapiens), P49840 | inhibition, % at 10 µM;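 in the data active = inhibition above about 50%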;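 also: GST-tagged GSK-3 alpha with peptide substrate and 25 µM ATP; 0% = DMSO neutral wells and 100% = GW8510 positive control wells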
# Target sequence (P49840 whole entry, looked up): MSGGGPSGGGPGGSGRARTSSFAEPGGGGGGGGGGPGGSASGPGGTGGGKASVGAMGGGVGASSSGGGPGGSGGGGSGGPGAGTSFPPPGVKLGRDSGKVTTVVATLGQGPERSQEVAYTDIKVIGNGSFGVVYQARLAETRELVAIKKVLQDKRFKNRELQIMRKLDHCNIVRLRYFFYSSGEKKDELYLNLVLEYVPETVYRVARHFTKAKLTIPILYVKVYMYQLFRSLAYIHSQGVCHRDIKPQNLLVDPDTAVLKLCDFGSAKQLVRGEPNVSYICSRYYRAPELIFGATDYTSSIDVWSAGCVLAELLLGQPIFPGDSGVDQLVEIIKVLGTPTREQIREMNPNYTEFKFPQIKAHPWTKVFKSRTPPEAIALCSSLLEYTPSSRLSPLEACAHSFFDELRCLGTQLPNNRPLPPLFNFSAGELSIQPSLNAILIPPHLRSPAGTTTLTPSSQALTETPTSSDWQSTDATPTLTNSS
# IEC-6 tox: cytotoxicity in IEC-6 intestinal epithelial cells, primary screen, cytotoxicity control for KLF5 inhibitor project, cell-based, luminescence | 290,000 tested, 0.78% active | IEC-6 cytotoxicity, luminescence viability | inhibition, % at 5 µM; in the data active = inhibition above about 22%;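 also: 0% = plate median of test compound wells and 100% = cytotoxic reference compound wells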
# HSF-1 act: HSF-1 activators, primary screen, NIH3T3-HGL cells, MG132 stress, luminescence, single point; NIH3T3-HGL HSF-1 luciferase reporter, 8 h; 100% = twice DMSO control signal; activation, % at 9 µM; 300,000 tested, 1.7% active;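 active = mean replicate activation of at least 50% with a set share of replicates each reaching 50%; inconclusive = only one of those two conditions met; inactive = mean below 50% and too few replicates reaching it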;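 also: 0% = median of the neutral control wells and 100% = twice that signal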
# KLF5 inhibitor: KLF5 expression inhibitors, primary screen, DLD-1 cells, luminescence. DLD-1 KLF5 promoter-luciferase reporter. inhibition, % at 5 µM. 290,000 tested, 0.23% active. AID 1700, 2009;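 active = inhibition above a per-plate limit of that plate's mean compound inhibition plus 3 SD, cut at about 60% in these data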;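 also: 0% = DMSO wells and 100% = LY294002 at 200 µM; higher means less KLF5 promoter-driven luciferase light; inactives centre near -14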
# HSF1 inhib: HSF1 inhibitors in luciferase reporter cells, primary screen, cell-based, NIH3T3, luminescence. NIH3T3-HGL HSE-luciferase, MG132-induced, luminescence 8 h; stronger effect = lower value. 300,000 tested, 0.77% active. activity change, negative = inhibition, % at 7.5 µM (by protocol);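 active = more than half of replicate wells show activity change below -50%, luminescence cut by over half; inconclusive = some wells, but at most half, below -50%; inactive = no replicate well below -50%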;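 also: luciferase reports HSF-1 transcriptional activity via heat shock element; 0% = median of DMSO wells and -100% = zero luminescence signal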
# AI-2 QS modul: Vibrio harveyi AI-2 quorum sensing modulators, primary screen, JMH597 strain, luminescence/OD600 ratio. activity change, % at 7.5 µM. Vibrio harveyi JMH597 AI-2 luminescence/OD600 ratio, 9 h; stronger effect = lower value; strain lacks LuxN and CqsS sensors; 0 = neutral-control median. 300,000 tested, 0.4% active; in the data active = activity change below about -75%, passing the limit was not always enough; inconclusive = no clear call, values can overlap the other calls;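 also: luminescence divided by OD600 gain over 9 h not by final OD600 alone; inactives centre near 13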
# GSK3beta inhib: human GSK3beta kinase inhibitors, primary screen, biochemical, cell-free homogeneous, HTS; Glycogen synthase kinase-3 beta (Homo sapiens), P49841; GST-GSK3beta kinase, ADP-Glo luminescence, 60 min; stronger effect = lower value; activity score (negative = inhibition), % at 10 µM; 300,000 tested, 0.038% active; AID 2097, 2009;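 active = more than half of replicate wells score below -50%, meaning over 50% inhibition versus plate controls; inconclusive = some replicates but at most half score below -50%; inactive = no replicate scores below -50%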;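 also: 0% = median DMSO wells and -100% = median GW8510 positive control wells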
# Target sequence (P49841 whole entry, looked up): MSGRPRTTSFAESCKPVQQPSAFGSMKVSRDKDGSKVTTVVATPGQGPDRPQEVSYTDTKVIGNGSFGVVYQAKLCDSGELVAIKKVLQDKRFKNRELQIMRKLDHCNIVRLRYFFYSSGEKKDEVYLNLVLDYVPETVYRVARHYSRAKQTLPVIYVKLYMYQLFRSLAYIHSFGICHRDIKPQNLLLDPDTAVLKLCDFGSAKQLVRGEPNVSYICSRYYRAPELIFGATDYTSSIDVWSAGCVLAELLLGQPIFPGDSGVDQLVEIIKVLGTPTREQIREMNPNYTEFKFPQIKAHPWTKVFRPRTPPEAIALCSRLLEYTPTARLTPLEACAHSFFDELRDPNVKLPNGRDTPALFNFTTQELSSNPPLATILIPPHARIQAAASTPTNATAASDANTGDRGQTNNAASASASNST
#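 Assay system: GST-tagged human GSK3beta kinase, cell-free; Input: 1.6 ng GSK3beta; Medium: Tris/MgCl2 kinase buffer; Timing: 60 min enzyme reaction, room temperature; Signal: ADP-Glo luminescence quantifying ADP generated by kinase; Evaluation: score relative to plate controls; Benchmarks: DMSO neutral wells and GW8510 at 20 µM as positive.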
# The depositor's hits bear a star; i = inactive; ? = inconclusive; . = no result given. This is a subset; rates above refer to the full screens.
SMILES,PolyA inhibitor,aSyn UTR inh,HSP90 inh,GSK3A inh,IEC-6 tox,HSF-1 act,KLF5 inhibitor,HSF1 inhib,AI-2 QS modul,GSK3beta inhib
CCCC(=O)Nc1c2c(nn1-c1ccc(OC)cc1)CS(=O)C2 (stereo unspecified),i,4,4,3,4,-6,-42,-7,22,0
CC(C)(CO)NS(=O)(=O)c1ccc2c(c1)Cc1cc(S(=O)(=O)NC(C)(C)CO)ccc1-2,i,-7,-1,-1,0,-1,-5,0,-1,1
CC1(C)CC(=O)C2=C(C1)Nc1ccccc1NC2c1cccc(F)c1 (stereo unspecified),i,-18,6,1,-7,14,-53,-2,42,1
CC1=NN(C(=O)c2nn(C)cc2Br)C(O)(C(F)(F)F)C1 (stereo unspecified),i,-32,-3,-5,2,26,-41,5,16,3
CC(C)CNS(=O)(=O)c1ccc(S(=O)(=O)N2CCCN(Cc3ccccc3)C2)cc1,i,-4,-3,-3,0,19,-43,3,2,5
COc1cccc(OCC(=O)NC2CCCCC2)c1,i,-37,-1,-2,-1,24,-21,0,29,0
C#CCN1C(=O)S/C(=C\c2ccc(-c3ccc(C(=O)O)cc3C)o2)C1=O,i,-191,10,2,-12,30,-206,1,18,0
O=C(NCn1ccc(=O)[nH]c1=S)c1ccccc1,i,10,1,-1,3,-3,-12,-14,18,4
COc1ccccc1NS(=O)(=O)c1cc(NC(=O)C2CCCC2)ccc1N1CCOCC1,i,-35,3,-1,-5,25,7,9,26,-1
O=C(Nc1cnc2ccccn2c1=O)c1ccc(Cl)cc1Cl,i,53,15,2,-6,40,-149,3,10,-2
CCC(C)C(NC(=O)OCc1ccccc1)C(=O)NC(Cc1ccc(O)cc1)C(=O)OC (stereo unspecified),i,-4,2,1,-5,2,-41,-7,19,0
NNC(=O)COc1cccc(C(F)(F)F)c1,i,8,-2,-1,4,-8,-31,4,17,0
C=CCOc1ccccc1CN1CCC(Oc2ccc(C(=O)N3CCCCC3)cc2)CC1,i,-35,1,0,0,-7,-34,-6,10,-2
COc1ccc(N(CC(=O)N2CCN(c3ccccc3)CC2)S(=O)(=O)c2c(C)noc2C)cc1,i,-11,-1,1,0,-14,-2,1,15,-2
Cc1nc(C)n(CCNC(=O)c2ccco2)n1,i,-16,36*,-6,3,-14,-170,1,4,1
CCNc1nc(NC(C)C)nc(OCCNS(=O)(=O)c2cc(C)ccc2C)n1,i,16,1,1,2,-15,-33,-2,3,1
COc1cnc(N(C)C)nc1Sc1ccc(Cl)cc1,i,4,2,-5,0,-15,3,-12,8,-2
COCCN1C(=O)C(O)=C(C(=O)c2ccco2)C1c1cccc(Oc2ccccc2)c1 (stereo unspecified),i,10,0,2,-3,16,-9,8,3,0
COC(=O)C1CCN(S(=O)(=O)c2cn(C)c(=O)n(C)c2=O)CC1,i,-7,-2,-2,5,-7,-12,0,5,2
S=C(NCCOCCOCCNC(=S)Nc1ccccc1)Nc1ccccc1,.,19,2,-1,3,26,-9,15,11,-1
COCc1nnc(NC(=O)CCc2ccc(OC)cc2)s1,i,-4,-1,2,4,0,-14,-1,29,2
O=C(Nc1ccnn1C1CCN(C2CCCC2)CC1)c1ccccc1,i,1,2,0,5,2,-7,-9,-10,1
CCCCC(CC)C(=O)Nc1ccc(C#N)cc1 (stereo unspecified),i,13,4,-2,0,5,-29,-13,21,0
CCOC(=O)c1ncccc1NC(=O)CC(=O)Nc1cccnc1C(=O)OCC,i,-25,.,-3,.,-1,.,-4,27,-1
CCOC(=O)CCc1n[nH]c(=O)[nH]c1=O,i,-8,1,-2,1,10,-9,-5,7,0
COc1ccc(OCc2n[nH]c(=S)n2-c2ccc(C)cc2)cc1,i,-12,0,-4,7,8,-5,5,5,1
Cc1ccc(-c2cc(C(=O)N3CC(C)CC(C)C3)c3ccccc3n2)o1 (stereo unspecified),i,10,-5,2,-6,?,-3,38,32,-2
CN(C)S(=O)(=O)c1ccc2c(c1)Cc1cc(S(=O)(=O)N(C)C)ccc1-2,i,7,-1,-3,17,11,-14,10,17,3
CCN(CC)CCCNC(=S)N1CCn2c(nc3ccccc32)C1,i,1,3,-1,2,-4,-4,-3,25,0
O=C(Cn1c2ccccc2c2nc3n(c(=O)c21)CCS3)Nc1ccccc1C(F)(F)F,i,20,1,0,2,2,-1,-1,36,-2
Cc1ccc2nc(SCc3nc4cc(Cl)ccc4c(=O)[nH]3)[nH]c2c1,i,-14,7,-10,4,4,-10,4,15,0
C/C(Cc1ccccc1)=N/NC(=O)CCCC(=O)N/N=C(/C)Cc1ccccc1,i,-4,2,-6,5,8,-39,-8,20,-1
CC(C)CC(=O)Nc1ccc(N2CCOCC2)cc1,i,-20,6,5,1,98*,5,46,-8,2
NCc1cc2c3c(c1)CCCN3CCC2,i,-1,0,-6,9,-5,-10,3,17,-5
N#CC1=C(N)Oc2cc3c(cc2C1c1ccc(Cl)cc1)OCO3 (stereo unspecified),i,9,1,5,0,-1,-21,-7,21,0
O=C(Cn1c(=O)oc2ccc(Cl)cc21)NC1CCCCC1,i,3,0,-17,2,-3,-22,3,-6,4
CCN1CCN(C(=O)C(=O)c2cn(CC(=O)N3CCCC3)c3ccccc23)CC1,i,1,5,2,8,9,-17,-7,0,-7
CC1CCCCN1C(=O)Cn1cnc2c1c(=O)n(C)c(=O)n2C (stereo unspecified),i,-3,6,0,6,2,-10,-5,20,-2
CC(C)(C)C(=O)Nc1ccccc1C(=O)NCCCn1ccnc1,i,-1,1,16,-5,-10,-9,-10,21,3
CCOC(=O)c1ccc(NC(=O)COc2ccc(CNCCO)cc2OCC)cc1,i,-8,-2,-1,3,-12,-22,-8,8,2
COC(=O)c1cccc(NC(=O)c2ccc(OC)c(Cl)c2)c1,i,-57,-2,-2,6,19,-56,11,22,2
N#Cc1c(SCC(=O)OCc2ccccc2)nsc1SCC(=O)OCc1ccccc1,i,-11,-3,-1,0,9,-7,0,16,-4
CCC1CCCCN1CCCNC(=O)c1nn(C)c2c1CS(=O)(=O)c1ccccc1-2 (stereo unspecified),i,-10,-3,-2,-2,-3,-40,-2,15,0
CC(N)C12CC3CC(CC(O)(C3)C1)C2 (stereo unspecified),i,12,2,-1,1,-1,-1,0,20,-5
CCc1ccc(S(=O)(=O)Nc2ccc(C)c(NS(C)(=O)=O)c2)cc1,i,4,-1,-1,-8,-12,-16,0,15,-1
O=C(CSc1nc2c(sc3ccccc32)c(=O)n1CCO)NCC1CCCO1 (stereo unspecified),i,0,0,-6,0,0,-23,3,-6,-2
COc1cccc(CN(C)CC(O)COC(c2ccccc2)c2ccccc2C)c1 (stereo unspecified),i,11,3,-1,-8,9,-10,6,16,-5
O=C(NCCO)/C(=C\c1ccc2c(c1)OCO2)NC(=O)c1ccc(Br)cc1,i,23,0,1,-3,-3,-14,-4,20,-2
COc1ccc(CCNC(=O)C(=O)NCc2cccs2)cc1OC,i,.,-3,-1,-2,.,-32,.,3,0
CCc1ccccc1NC(=O)CSC1=C(C#N)C(c2ccc(O)c(OC)c2)C2=C(CCCC2=O)N1 (stereo unspecified),i,13,4,2,8,-5,-44,8,-17,-1
COc1cccc(/C=C/c2ccc3cccc(O)c3n2)c1,i,34,-2,-2,-3,4,-7,-7,-22,-1
CCN(C(=O)c1ccc2c(=O)n3c(nc2c1)CCCCC3)c1ccccc1C,i,31,-2,-9,0,7,-31,0,32,0
O=C(NCCOC(=O)c1ccc([N+](=O)[O-])cc1)c1cccnc1,i,-2,-4,2,4,-31,-41,-15,11,1
Cc1cc(OCC(=O)N2CCC(C(=O)O)CC2)c2c(C)c(C)c(=O)oc2c1,i,5,-3,4,3,6,-11,1,27,-4
Cc1cc(Cl)ccc1NC(=S)NCCc1ccc(Cl)cc1,i,-13,0,-3,13,33,-9,9,?,-5
Cc1ccc(NS(=O)(=O)c2ccccc2Cl)c2c1CC(C)(C)O2,i,-21,4,0,3,-21,9,-3,2,1
CCCCOc1ccc(C(=O)NCCc2ccccc2)cc1,i,-32,3,-1,0,41,-138,28,8,0
CN(C)CCOc1ccccc1-c1ccccc1,i,-1,-1,-1,0,15,-1,-6,-3,-11
CCOC(=O)c1ccc2c(c1)[n+](CC)c(C)n2-c1ccccc1,i,-4,-2,-1,-6,-5,-17,0,12,2
CN(C(=O)COC(=O)C1CCN(S(=O)(=O)c2c(Cl)cccc2Cl)CC1)C1CCCCC1,i,-12,.,-1,.,3,.,0,40,5
# (list continues)
SMILES,PolyA inhibitor,aSyn UTR inh,HSP90 inh,GSK3A inh,IEC-6 tox,HSF-1 act,KLF5 inhibitor,HSF1 inhib,AI-2 QS modul,GSK3beta inhib
CCCOCCOC(=O)C1=C(C)NC(=O)NC1c1cc(Cl)c(O)c(OC)c1 (stereo unspecified),i,21,-1,2,-4,38,0,15,14,-2
CCc1ccccc1N(CC(=O)N1CCCCCC1)S(C)(=O)=O,i,-3,-1,1,2,-2,-45,1,22,2
Cn1c2c(c(=O)n(C)c1=O)C1c3ccccc3OCC1C(C)(C)O2 (stereo unspecified),i,19,-4,1,7,7,-19,-2,10,-2
Clc1ccc(-c2ccc(/C=N/Nc3nncc(-c4ccccc4)n3)o2)cc1,i,-75,1,3,0,-8,-34,-13,21,4
Cc1cc(C)cc(OCC(=O)OCC(=O)N(C)CC(=O)Nc2ccc(F)cc2)c1,i,-2,.,-2,.,5,.,4,29,1
O=[n+]1cc(-c2ccc(Cl)cc2)n([O-])c2c1CCCCC2,i,-17,-6,0,0,15,-2,6,13,2
COc1cc(OC)cc(N(C(=O)CNC(=O)c2ccco2)C(C(=O)NCC2CCCO2)c2ccccc2)c1 (stereo unspecified),i,18,2,2,-5,-18,65*,-1,3,-3
CC1=NN(c2ccccc2)C(=O)C1=C(C)C,i,-30,10,.,-2,32,-6,22,6,-1
